PfGluPho inh = PfG6PD (Plasmodium falciparum) enzyme inhibition; PfGluPho enzyme, NADPH resazurin-diaphorase fluorescence; inhibition, % at 20 µM; 350,000 compounds, 0.78% hits; AID 504690;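 active = inhibition reaching at least a set limit at 20 µM in the primary screen, cut at about 59% in these data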;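 note: 0% = DMSO wells with substrate and 100% = DMSO wells lacking glucose-6-phosphate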
ATG4B inhibitor = blocks human ATG4B protease cleavage of LC3 substrate | Q9Y4P1 | 340,000 compounds, 0.51% hits | ATG4B cleavage of LC3-PLA2, NBD-HPC fluorescence, 1 h | inhibition, % at 8.33 µM; in the data active = inhibition above about 40%
hIAP act = increases human intestinal alkaline phosphatase activity; P09923; purified human IAP, CDP-Star luminescence, 30 min; stronger effect = higher value; 1 = vehicle-only enzyme, 0 = enzyme-free background; activation factor at 10 µM; 330,000 compounds, 0.16% hits;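 active = activation factor of the enzyme at least 2-fold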; note: the source names both 10 and 20 µM as test concentration; values of inactives mirror those of a sister screen read the other way
hIAP block = human IAP inhibition; P09923; purified IAP, CDP-Star luminescence, 30 min; inhibition, % at 10 µM; 330,000 compounds, 0.12% hits; AID 2544;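 active = inhibition reaching a set limit with compound at 10 µM in the primary screen, cut at about 35% in these data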;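 note: plate controls were DMSO wells with enzyme for no effect and no-enzyme buffer wells for full effect; values of inactives mirror those of a sister screen read the other way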
APOBEC3A inh = blocks human APOBEC3A ssDNA deamination; P31941; recombinant A3A, FAM/TAMRA ssDNA deamination fluorescence; inhibition, % at 20 µM; 330,000 compounds, 0.41% hits;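 active = at least 40% inhibition at 20 µM here, with at most 30% in a related deaminase screen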;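 note: plate controls were A3A with DMSO for no effect and wells lacking A3A enzyme for full effect; some results filed as inactive read as strong as hits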
Target sequence (P31941 whole entry, looked up): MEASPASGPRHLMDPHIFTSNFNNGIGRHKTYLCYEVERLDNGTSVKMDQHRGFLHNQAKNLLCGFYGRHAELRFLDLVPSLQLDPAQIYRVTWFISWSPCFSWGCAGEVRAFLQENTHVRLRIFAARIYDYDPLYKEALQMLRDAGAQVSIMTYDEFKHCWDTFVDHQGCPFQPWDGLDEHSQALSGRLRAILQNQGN
mIAP act = mouse IAP activation; AID 2805; activation factor at 10 µM; 330,000 compounds, 0.24% hits; muIAP, CDP-Star luminescence, 30 min; stronger effect = higher value; 1 = vehicle-only enzyme signal, 0 = enzyme-free wells;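 active = activation factor of at least 2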; note: the source names both 10 and 20 µM as test concentration; values of inactives mirror those of a sister screen read the other way
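System: mouse IAP enzyme. Reagent: CDP-Star chemiluminescent phosphatase substrate. Benchmarks: DMSO wells, no-enzyme wells. Times: 30 min enzyme-substrate-compound incubation at room temperature. Detection: luminescence from enzymatic CDP-Star hydrolysis. Doses: test compounds delivered from DMSO solution.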
mIAP block = blocks mouse intestinal alkaline phosphatase. AID 2806. purified mouse IAP, CDP-Star luminescence, 30 min. 330,000 compounds, 0.2% hits. inhibition, % at 10 µM;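 active = inhibition of at least 40% at 10 µM in the primary screen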;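 note: plate controls were DMSO with enzyme for no effect and no enzyme wells for full effect; values of inactives mirror those of a sister screen read the other way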
HKDC1 inh = inhibitors of human hexokinase HKDC1; inhibition, % at 20 µM; 340,000 compounds, 0.16% hits; recombinant HKDC1, G6PDH/diaphorase resazurin coupled fluorescence; Q2TB90;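 active = inhibition above about 35% when tested at 20 µM, limit read from the data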;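 note: plate controls were DMSO wells with enzyme for no effect and DMSO wells lacking enzyme for full effect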
Target sequence (Q2TB90 whole entry, looked up): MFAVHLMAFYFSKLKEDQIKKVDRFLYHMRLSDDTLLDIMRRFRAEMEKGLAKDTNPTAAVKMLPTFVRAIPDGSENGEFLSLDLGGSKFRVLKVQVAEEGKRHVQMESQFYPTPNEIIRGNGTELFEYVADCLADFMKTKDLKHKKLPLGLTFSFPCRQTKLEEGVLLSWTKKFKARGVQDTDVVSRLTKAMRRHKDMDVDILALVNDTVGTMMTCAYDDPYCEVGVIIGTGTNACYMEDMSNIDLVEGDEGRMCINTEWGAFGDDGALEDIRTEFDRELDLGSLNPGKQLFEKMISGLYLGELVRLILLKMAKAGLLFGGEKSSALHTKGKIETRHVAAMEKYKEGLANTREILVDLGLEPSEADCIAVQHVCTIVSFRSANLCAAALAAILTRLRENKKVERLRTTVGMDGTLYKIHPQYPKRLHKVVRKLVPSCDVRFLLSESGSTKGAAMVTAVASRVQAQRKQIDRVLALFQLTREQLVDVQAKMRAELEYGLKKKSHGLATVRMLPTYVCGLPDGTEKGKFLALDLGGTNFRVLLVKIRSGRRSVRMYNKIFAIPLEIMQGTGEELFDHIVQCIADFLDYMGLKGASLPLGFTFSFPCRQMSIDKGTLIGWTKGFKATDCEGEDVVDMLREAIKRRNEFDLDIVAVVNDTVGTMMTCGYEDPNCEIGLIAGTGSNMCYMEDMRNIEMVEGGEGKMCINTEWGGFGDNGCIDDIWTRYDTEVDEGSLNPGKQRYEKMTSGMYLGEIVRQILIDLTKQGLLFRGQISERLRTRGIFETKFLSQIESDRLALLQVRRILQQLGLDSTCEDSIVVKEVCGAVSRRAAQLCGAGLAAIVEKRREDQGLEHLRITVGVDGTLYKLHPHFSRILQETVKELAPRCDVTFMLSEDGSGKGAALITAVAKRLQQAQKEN
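System: Recombinant HKDC1 hexokinase | Amount: HKDC1 at 5 µg/mL | Reagent: Glucose with 1 mM ATP | Doses: Single 20 µM dose | Incubation: Reaction time 90 min, room temperature, protected from light | Signal: Coupled resazurin fluorescence, excitation 525 nm, emission 613 nm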
An asterisk follows results filed as active.

SMILES	PfGluPho inh	ATG4B inhibitor	hIAP act	hIAP block	APOBEC3A inh	mIAP act	mIAP block	HKDC1 inh
CCOC(=O)C(=O)N=Nc1c(O)n(C)c2ccccc12	3	-4	1.4	-39	-3	1.1	-9	-1
CC1=CC(=O)CC(C)(C)[C@@]1(O)/C=C/[C@@H](C)O[C@@H]1O[C@H](CO)[C@@H](O)[C@H](O)[C@H]1O	-6	-35	1	-4	5	0.94	6	-4
COc1ccc(C(=O)NC2CCN(S(=O)(=O)c3ccc(F)cc3)CC2)cc1	-5	-4	0.9	10	3	0.88	12	0
COc1ccc(C(=O)NNC2=NCCCCC2)cc1	-1	-9	0.99	1	-1	1.1	-7	-9
COc1ccc(/C=C/C(=O)N(CC(C)C)CC(C)C)cc1Br	21	13	1.1	-9	6	1.1	-7	20
O=C(COC(=O)C1CC1)NCc1ccc(Cl)cc1Cl	-13	11	0.97	3	2	1.1	-9	-5
CC(C)(C)c1ccc(OCCC(=O)OCC(=O)N2c3ccccc3NC(=O)C2(C)C)cc1	25	-10	0.99	0	0	0.98	2	6
Brc1ccccc1-c1nnc(COc2ncnc3c2cnn3-c2ccccc2)o1	5	-5	1.2	-21	2	1	-4	-3
Cc1ccc(NC(=O)c2c(O)c3ccccc3n(C)c2=O)nc1	-17	-7	0.99	1	1	0.86	14	-2
O=C(Cn1cnc2ccccc21)c1ccc(Cl)cc1	-15	2	1.1	-6	1	1.1	-7	-5
COCCNC(=O)C(c1ccc(Cl)cc1)N(C(=O)CCC(=O)Nc1ccccn1)C1CCCC1 (configuration not stated)	-6	0	1.2	-16	-2	1	-4	-3
O=C1/C(=C/c2cccc(F)c2)CSc2sccc21	9	13	0.77	23	-3	1	0	-2
CC1=C(C(=O)N2CCOCC2)C(c2cccc3ccccc23)NC(=S)N1 (configuration not stated)	2	-4	1	-5	-2	1	-1	-6
O=C(Cn1c(=O)c2cccn2c2ccccc21)NCc1cccc(F)c1	-4	4	0.84	16	0	1	-2	-4
COc1cc(CSC)nc(-c2ccccc2)n1	-7	2	0.9	10	-1	0.99	0	4
CC1(C)Cc2nc3sc4c(SCC(=O)NCc5ccco5)ncnc4c3cc2CO1	28	6	0.91	9	0	1	0	15
COc1cc(/C=C/C(=O)OCC(=O)c2ccc3c(c2)NC(=O)CO3)ccc1OC(F)F	0	0	1	-4	11	1	-3	0
COc1ccc(Cl)cc1NC(=S)NCc1ccc(S(N)(=O)=O)cc1	1	-15	0.97	3	1	1.2	-17	3
Cn1c(=N)c(S(=O)(=O)c2ccccc2)cc2c(=O)n3ccccc3nc21	4	-5	1.2	-22	-3	0.94	6	-8
O=C(CCN1CCN(c2ccccc2)CC1)Nc1ccc2c(c1)OCO2	1	-6	0.91	9	4	1	-3	-3
CCCN(CC(=O)Nc1ccccc1C)C(=O)COC(=O)CSc1ccc([N+](=O)[O-])cc1	34	-8	0.88	12	-1	1	-1	6
O=C(O)c1ccccc1C(=O)Nc1ccc(Oc2ccccc2)cc1	-12	-1	0.97	3	-5	0.94	6	-4
O=C(Cc1ccc(F)cc1)N(c1ccccc1)C1C=CS(=O)(=O)C1 (configuration not stated)	1	-12	0.99	1	-6	1	-3	-5
Cc1ccc(OCCSc2nc3ncnc(N)c3[nH]2)cc1	13	-2	1.4	-40	4	0.89	11	-5
CN(C)c1ccc(C(C#N)c2ccc(Cl)cc2)nn1 (configuration not stated)	0	-1	0.98	2	2	1	-4	-5
The list goes on.
SMILES	PfGluPho inh	ATG4B inhibitor	hIAP act	hIAP block	APOBEC3A inh	mIAP act	mIAP block	HKDC1 inh
O=C(COC(=O)c1ccc(F)cc1Cl)NC1CCS(=O)(=O)C1 (configuration not stated)	-17	4	0.91	9	6	1	-1	0
Nc1nccc(/C=C/c2c(F)cccc2Cl)n1	-16	8	0.77	23	-2	1	-3	-5
C/C(=N\Nc1ccccc1[N+](=O)[O-])c1ccc(N2CCOCC2)cc1	-5	-3	0.77	23	2	0.83	17	0
CCCCC(NS(=O)(=O)c1ccc(C)cc1)C(=O)Oc1ccc2c3c(c(=O)oc2c1)CCC3 (configuration not stated)	7	9	1.2	-18	0	1	-4	25
CCOc1ccc(-c2nc(S(=O)(=O)c3ccccc3)c(NCc3cccnc3)o2)cc1	7	-2	0.93	7	-2	0.96	4	0
CN1C(C(=O)NCc2ccccc2)CC2Cn3c(nc4cc5ccccc5cc43)C21 (configuration not stated)	2	-3	1.1	-12	-4	1.1	-9	-4
COc1c(C)cc(C(=O)C2CCCN(C(=O)c3ccc4[nH]ccc4c3)C2)cc1C (configuration not stated)	6	-5	1	-1	3	1	-4	-5
COc1ccc(-c2nc3c4ccccc4ccn3c2C=O)cc1	1	-8	0.96	4	-3	0.91	9	-10
N/C(=N\S(=O)(=O)c1ccc(Cl)cc1)N1CCOCC1	-17	2	0.88	12	2	0.93	7	-1
O=C(Nc1cccc(C(=O)O)c1)/C(=C\c1ccc2c(c1)OCO2)NC(=O)c1ccc(Br)o1	-32	11	1.1	-11	0	1	-1	-2
COc1cccc2cc(/C(C)=N/NC(=O)c3ccco3)oc12	-9	-6	1.2	-16	-2	0.98	2	-6
Cc1ccc(NC(=O)Cn2nc(C(=O)O)c3ccccc3c2=O)cc1S(=O)(=O)N1CCCCC1	4	1	0.95	4	-4	1	-4	-6
c1ccc(-c2ccncc2)nc1	1	1	1	-4	0	0.96	4	-8
Cc1c(/C=N\NC(=O)c2csc3ccccc23)cnn1C	1	-5	1	-5	2	0.95	5	1
Cc1ccc(S(=O)(=O)N(C)CC(=O)OCC(=O)NCCN2C(=O)CSC2=O)cc1	4	-2	1.1	-13	-3	1.1	-8	-7
CN(O)/C=c1/ccc2c(n1)C(=O)C=CC=2	68*	10	1	-1	-4	0.84	16	11
CC(C)(C)c1cc(S(=O)(=O)CCc2ccccn2)cc(C(C)(C)C)c1F	16	-1	1	-1	0	1	0	-7
COc1ccc(NC(=O)c2sc3nc(N4CCOCC4)c4c(c3c2N)CCCC4)c(OC)c1	-5	-6	0.77	23	-4	0.94	6	1
CCOc1ccc(CN2CCN(Cc3[nH]c4ccc(OC)cc4c3C)CC2CCO)cc1 (configuration not stated)	-18	5	1	-1	-2	0.96	4	-2
CC(=O)O[C@H]1CC[C@@]2(C)[C@@H](CC[C@@H]3[C@@H]2CC[C@]2(C)[C@@H](C(C)(C)O)C[C@@H]32)C1	4	-17	1.1	-14	-4	0.95	5	-2
Cc1ccc(S(=O)(=O)N2CC(C)N(S(C)(=O)=O)C2)cc1 (configuration not stated)	-6	2	0.88	12	-2	1	-2	-8
CC1=C(C(=O)Nc2ccc(F)c(F)c2)C(c2cccs2)NC(=S)N1 (configuration not stated)	1	-5	0.98	2	0	0.98	2	2
O=C1C=C(c2ccc(Cl)c(C(F)(F)F)c2)C[C@@H](c2ccc(Cl)cc2)C1	12	7	0.98	2	-1	0.95	5	3
CCOC(=O)CSc1nc2ccccc2c(=O)n1CCC(=O)NCCc1ccc(OC)c(OC)c1	-5	-6	1.5	-49	1	0.93	7	-7
COc1ccc(-n2nnnc2SCc2nc3ccccc3s2)cc1	6	0	0.96	4	0	0.9	10	0

4 of the compounds above, with each value named:
structure: N/C(=N\S(=O)(=O)c1ccc(Cl)cc1)N1CCOCC1
  PfGluPho inh: -17; ATG4B inhibitor: 2; hIAP act: 0.88; hIAP block: 12; APOBEC3A inh: 2; mIAP act: 0.93; mIAP block: 7; HKDC1 inh: -1

structure: CC1=C(C(=O)Nc2ccc(F)c(F)c2)C(c2cccs2)NC(=S)N1 (configuration not stated)
  PfGluPho inh: 1; ATG4B inhibitor: -5; hIAP act: 0.98; hIAP block: 2; APOBEC3A inh: 0; mIAP act: 0.98; mIAP block: 2; HKDC1 inh: 2

structure: O=C(COC(=O)c1ccc(F)cc1Cl)NC1CCS(=O)(=O)C1 (configuration not stated)
  PfGluPho inh: -17; ATG4B inhibitor: 4; hIAP act: 0.91; hIAP block: 9; APOBEC3A inh: 6; mIAP act: 1; mIAP block: -1; HKDC1 inh: 0

structure: Cc1ccc(NC(=O)Cn2nc(C(=O)O)c3ccccc3c2=O)cc1S(=O)(=O)N1CCCCC1
  PfGluPho inh: 4; ATG4B inhibitor: 1; hIAP act: 0.95; hIAP block: 4; APOBEC3A inh: -4; mIAP act: 1; mIAP block: -4; HKDC1 inh: -6

The list continues:
SMILES	PfGluPho inh	ATG4B inhibitor	hIAP act	hIAP block	APOBEC3A inh	mIAP act	mIAP block	HKDC1 inh
O=C(NC1CCCC1)c1ccc(CSCc2ccccc2F)o1	2	3	0.81	19	5	1.1	-7	-4
CCn1c(-c2ccccc2)ccc(C#N)c1=O	4	-6	0.9	10	-4	0.91	9	3
CCN(CC)CCNC(=O)c1[nH]c2ccc(OCc3ccccc3)cc2c1C	13	-2	0.91	9	-2	1.2	-20	-5
CC1(C)CC(=O)C=C(c2cccc3c2Oc2ccccc2S3)C1	1	-5	0.72	28	-3	0.84	16	-2
CCOc1ccc(OCC)c(-c2c(=O)n(OCc3ccccc3C(=O)OC)c3ccccc3[n+]2[O-])c1	-1	5	1	-1	2	0.94	6	3
O=C(Nc1ccc(F)cc1F)C1CCCN(c2ncnc3c2nc2n3CCCCC2)C1 (configuration not stated)	5	1	1	0	-2	0.95	5	2
CN(C)S(=O)(=O)c1ccc(N2CCCC2)c(C(=O)Nc2nc(-c3ccc(F)cc3)cs2)c1	-4	3	1.1	-12	4	0.9	10	4
Fc1ccc(OCc2nc3ccccc3s2)cc1	6	-2	1	0	2	0.98	2	-7
Cc1sc(-n2c(C)ccc2C)c(C#N)c1C	44	8	0.91	9	-8	0.84	16	-7
COc1ccccc1N1CCN(CC(O)COc2ccc(S(=O)(=O)N3CCOCC3)cc2)CC1 (configuration not stated)	0	-28	1.1	-9	-1	1.2	-15	8
O=C(Cc1ccc([N+](=O)[O-])cc1)Nc1ccc2c(c1)C(=O)NC2=O	7	-1	0.88	12	7	0.96	4	-2
CC1(C)CC(=O)C(Sc2nnc(-c3ccc(O)cc3)n2CC2CCCO2)C(=O)C1 (configuration not stated)	35	-7	1	0	-5	0.95	5	7
Cc1cccc(S(=O)(=O)NCCNS(=O)(=O)c2cccc(C)c2)c1	9	-6	0.9	10	3	1.1	-11	-4
CC1CCN(C(=O)c2cc(-c3ccco3)on2)CC1	4	2	0.85	15	-3	0.92	8	-4
Cc1ccc(/C=C/C(=O)NN2CCN(C)CC2)cc1	8	-10	0.85	15	1	1	0	-2
COc1ccc(Cn2nnnc2C(c2cccnc2)N2CCN(c3ccc(O)cc3)CC2)cc1 (configuration not stated)	56	-11	1.1	-9	-4	1	0	18
CCOc1ccc(-c2cn3ccccc3n2)cc1	11	8	0.93	7	-9	1.1	-9	-2
CC(C)c1c(C(=O)N/N=C/c2ccc3c(c2)OCO3)nnn1-c1nonc1N	15	-12	1.1	-10	-2	0.98	2	5
CCc1nc2ccc(C(=O)N3CCN(c4ccc([N+](=O)[O-])cc4)CC3)cc2nc1CC	18	-7	1	-2	-1	0.97	3	9
Cn1cccc1Cc1nnc(SCC(=O)NCc2ccccc2Cl)n1-c1ccc(F)cc1	-1	16	0.98	2	-3	1	-2	-2
COc1cc(OC)c(NC(=O)CN(C)S(=O)(=O)c2ccc(-c3ccc(=O)[nH]n3)s2)cc1Cl	-10	-6	1	-2	-2	0.93	7	9
CC(C)c1ccc(S(=O)(=O)N2CCN(C(=O)c3ccncc3)CC2)cc1	0	1	1	0	-1	1.1	-10	-4
NNC(=O)CSc1c(-c2cccs2)[nH]c2ccccc12	25	7	1	-3	2	0.81	19	-7
Cc1ccc(C(=O)OCC(=O)NNC(=O)c2ccccc2)c(O)c1	0	-5	1.1	-8	-2	0.86	14	-2
CCN1C(=O)NC2=C(C(=O)c3ccccc32)C1c1ccccc1F (configuration not stated)	4	-5	1	-4	-1	1	-3	5
Cc1cccc(NC(=O)C2CCN(C(=O)N3CCOc4ccccc43)CC2)c1C	-5	-9	1.1	-8	-6	1.1	-10	-5

Screening data as filed in PubChem.
